HUVEC prolif 384: inhibitors of HUVEC proliferation, primary screen, cell-based, 384-well; viability, % at 10 µM (by protocol); CellTiter-Glo luminescence, 72 h; stronger effect = lower value; actives 1.1% (n = 86,000);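 active means viability at or below 30%; inactive means viability above 30%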;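 further: 100% = median luminescence of DMSO-only cell control wells on each plate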
Lung fibro prol: antiproliferative effect on LL 47 fibroblasts – human, LL 47 cells, CellTiter-Glo luminescence, primary screen; LL 47 human lung fibroblast viability, ATP luminescence; stronger effect = lower value; viability, % at 10 µM; actives 1.1% (n = 85,000);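 active means viability at or below 50% in the single dose screen; inactive means viability above 50%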;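 further: compound exposure lasted 72 h before the ATP readout; 100% = median luminescence of untreated cell-only wells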
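test system = LL 47 human lung fibroblasts | amount = 1,150 fibroblasts seeded per well | medium = 15% FBS in IMEM | times = overnight cell rest, 72 h compound treatment at 37 °C | measured by = CellTiter-Glo luminescence measuring cellular ATP | read-out = viability percentage against median untreated-cell control | benchmarks = cell-only wells, no compound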
Pyk2 oligo antag: antagonists of Pyk2 self-association, primary screen, Q293 cells, FERM NanoBiT luminescence, HTS | actives 0.83% (n = 99,000) | z-score (the deposit names both 25 µM and 10 µM) | stronger effect = lower value;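 active means Z-score of -3 or lower, scaled per plate to the spread of control and sample wells; inactive means z-score above -3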;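 further: negative z-score means lost luminescence so less FERM oligomerization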
Target sequence (Q14289 whole entry, looked up): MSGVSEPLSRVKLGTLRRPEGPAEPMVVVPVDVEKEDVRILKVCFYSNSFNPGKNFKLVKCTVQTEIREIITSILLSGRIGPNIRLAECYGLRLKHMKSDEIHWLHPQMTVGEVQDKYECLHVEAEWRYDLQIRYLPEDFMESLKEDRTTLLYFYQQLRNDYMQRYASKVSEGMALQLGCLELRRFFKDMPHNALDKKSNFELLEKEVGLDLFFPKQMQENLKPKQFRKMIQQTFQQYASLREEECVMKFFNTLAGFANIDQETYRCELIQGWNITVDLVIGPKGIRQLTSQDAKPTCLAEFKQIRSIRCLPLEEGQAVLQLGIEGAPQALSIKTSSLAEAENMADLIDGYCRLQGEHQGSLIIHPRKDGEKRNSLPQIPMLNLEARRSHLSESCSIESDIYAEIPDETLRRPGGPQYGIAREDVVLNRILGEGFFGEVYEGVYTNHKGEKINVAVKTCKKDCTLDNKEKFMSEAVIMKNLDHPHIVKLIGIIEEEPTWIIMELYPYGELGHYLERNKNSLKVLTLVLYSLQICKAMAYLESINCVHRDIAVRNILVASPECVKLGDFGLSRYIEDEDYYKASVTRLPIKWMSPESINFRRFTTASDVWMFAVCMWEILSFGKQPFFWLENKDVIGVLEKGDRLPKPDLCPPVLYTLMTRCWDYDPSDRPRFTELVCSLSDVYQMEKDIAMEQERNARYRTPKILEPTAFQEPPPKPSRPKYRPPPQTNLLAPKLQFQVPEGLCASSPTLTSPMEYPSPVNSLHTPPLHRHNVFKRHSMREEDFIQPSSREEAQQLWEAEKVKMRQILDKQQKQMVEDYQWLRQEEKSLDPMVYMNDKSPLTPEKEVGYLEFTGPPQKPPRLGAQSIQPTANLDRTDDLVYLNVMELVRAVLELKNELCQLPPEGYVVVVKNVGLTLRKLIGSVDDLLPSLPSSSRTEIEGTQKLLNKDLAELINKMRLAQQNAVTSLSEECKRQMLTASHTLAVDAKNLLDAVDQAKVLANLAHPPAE
VCAM1 TNFa inh: inhibitors of TNFa-induced VCAM1 expression, primary screen, imaging, HUVEC, TNFa stimulus, immunofluorescence; AID 802, 2007; actives 0.48% (n = 95,000); inhibition, % at 2 µM; HUVEC TNFa-induced VCAM-1 immunofluorescence, high-content imaging;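 active means inhibition above the batch mean plus 3 SD, with images confirmed as a hit by eye, cut at about 37% in these data; inconclusive means inhibition above that limit but hit not confirmed in images; inactive means inhibition not above that limit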;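 further: 0% = TNF-stimulated DMSO wells and 100% = unstimulated control wells; not every result past the cut was called active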
cytoskel mod: modifiers of F-actin cytoskeleton organization, primary screen, imaging, HUVEC, phalloidin staining, high-content imaging | actives 0.18% (n = 91,000) | inhibition, % at 2 µM | HUVEC TNFa F-actin phalloidin imaging | AID 836, 2007;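 active means inhibition above the batch mean plus 3 SD and confirmed as a hit by visual image inspection, cut at about 30% in these data, passing the limit was not always enough; inconclusive means above the inhibition threshold but rejected on visual inspection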; further: strong numbers were not always called active
Smad3 inh: Smad3/FoxH1 peptide binding inhibitors, primary screen, biochemical, TR-FRET; TR-FRET Smad3/Dy647-FoxH1 peptide binding, europium anti-His; inhibition, % at 25 µM; actives 0.29% (n = 88,000); AID 630, 2007;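 active means compounds that reduce the energy-transfer binding signal between the protein and its labelled peptide by more than half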;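 further: 0% = Smad3 plus labelled peptide maximal FRET and 100% = peptide-only background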
IL1B cytotox: cytotoxicity in IL-1B stimulated HUVEC, primary screen, cytotoxicity control for IL-1B NFkB translocation project, imaging, Hoechst nuclear count, IL-1B stimulus; AID 845, 2007; actives 0.41% (n = 94,000); cell count reduction, % at 2 µM; HUVEC cell count loss;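 active means cell count reduction more than 3 SD above the screen-wide mean, cut at about 70% in these data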;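 further: normalized per plate to untreated control cells as the no-loss baseline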
HUVEC tox TNFa: cytotoxicity in TNFa-stimulated HUVEC, primary screen, cytotoxicity control for VCAM1 expression modulator project, imaging, Hoechst nuclei count; HUVEC TNFalpha-stimulated, Hoechst cell count; actives 0.17% (n = 93,000); cell count reduction, % at 2 µM;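 active means cell count reduction exceeding the screen mean by over 5 SD, scaled to untreated wells per plate, cut at about 78% in these data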;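 further: cells counted after 24 h of TNF alpha exposure following the 1 h pretreatment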
H69AR growth 86K: proliferation blockers of H69AR lung cancer cells, primary screen, cell-based, human, 86K library. H69AR lung tumor viability, ATP luminescence, 72 h; stronger effect = lower value. viability, % at 10 µM. actives 6% (n = 85,000). AID 598, 2007;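 active means viability at or below 40%; inactive means viability above 40%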;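 further: multidrug resistant small cell line overexpressing MRP-1 efflux transporter; 100% = mean luminescence of untreated control wells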
An asterisk follows results filed as active; [ ] = another dose, or the depositor's remark. Only part of the results is shown; count on the stated rates, not on these rows.

Screening CCOc1ccc(S(=O)(=O)N(CC(=O)N/N=C/c2ccc(-c3ccc([N+](=O)[O-])cc3)o2)c2ccccc2)cc1 returned Pyk2 oligo antag -0.47, VCAM1 TNFa inh 2, cytoskel mod -9 and HUVEC tox TNFa 2.
COC(=O)c1[nH]c(C)c(/C(O)=C2\C(=O)C(=O)N(CCN3CCOCC3)C2c2ccccc2OC)c1C (stereo not drawn) was read as HUVEC prolif 384 92, Lung fibro prol 99, Pyk2 oligo antag -0.45, VCAM1 TNFa inh 1, cytoskel mod -2, Smad3 inh -3, IL1B cytotox 3, HUVEC tox TNFa -5 and H69AR growth 86K 86.
`COc1ccc2c(c1)c(=O)oc1c(C)c(OCC(=O)N3CCc4ccccc4C3)ccc12` gave Pyk2 oligo antag 1.3, VCAM1 TNFa inh 6, cytoskel mod 12, IL1B cytotox -11 and HUVEC tox TNFa -12.
CCOc1cc(S(=O)(=O)n2c(C)nc3ccccc32)ccc1F was read as HUVEC prolif 384 99, Lung fibro prol 97, Pyk2 oligo antag 2.1, VCAM1 TNFa inh -11, cytoskel mod -1, Smad3 inh 5[fluorescence artefact?], IL1B cytotox 14, HUVEC tox TNFa 4 and H69AR growth 86K 66.
C/C(=N\OC(=O)c1ccccc1)c1cc(-c2ccc(Cl)cc2)no1 was read as Pyk2 oligo antag -0.07, VCAM1 TNFa inh -2, IL1B cytotox 12 and HUVEC tox TNFa -17.
For CCOc1ccc(C2NC(=O)C(C#N)=C(S)N2c2ccc(C)cc2)cc1OC (stereo not drawn) the results were HUVEC prolif 384 98, Lung fibro prol 93, Pyk2 oligo antag 0.78, VCAM1 TNFa inh 8, cytoskel mod -3, Smad3 inh -5, IL1B cytotox -4, HUVEC tox TNFa -9 and H69AR growth 86K 89.
O=C(NCc1ccccn1)c1ccc(CS(=O)(=O)Cc2ccc(Cl)cc2)o1 was read as HUVEC prolif 384 100, Lung fibro prol 99, Pyk2 oligo antag 0.08, VCAM1 TNFa inh 16, cytoskel mod -2, Smad3 inh 7, IL1B cytotox -16, HUVEC tox TNFa -67 and H69AR growth 86K 86.
Screening N/C(=N\OC(=O)Cc1ccc(Cl)cc1)c1ccccn1 returned HUVEC prolif 384 88, Lung fibro prol 104, Pyk2 oligo antag -0.62, VCAM1 TNFa inh 1, cytoskel mod 2, Smad3 inh 3, IL1B cytotox -9, HUVEC tox TNFa 3 and H69AR growth 86K 94.
CCOC(=O)C1CCCN(C(=O)c2ccco2)C1 (stereo not drawn) was read as HUVEC prolif 384 97, Lung fibro prol 102, Pyk2 oligo antag 0.12, Smad3 inh 7, IL1B cytotox -39 and H69AR growth 86K 55.
COc1ccc(-n2ncc3c(Nc4cccc(C)c4)ncnc32)cc1 was read as HUVEC prolif 384 95, Lung fibro prol 108, Pyk2 oligo antag -1.4, Smad3 inh -2 and H69AR growth 86K 60.
COc1ccc(S(=O)(=O)Nc2ccc3c(c2)OCO3)cc1C(=O)O was read as Pyk2 oligo antag 1.1, VCAM1 TNFa inh -16, cytoskel mod 0, IL1B cytotox 4 and HUVEC tox TNFa -5.
`Cc1ccc(/C=C/C2=NN(Cc3ccccc3Cl)C(=O)CC2)cc1` gave HUVEC prolif 384 84, Lung fibro prol 94, Pyk2 oligo antag -1.5, VCAM1 TNFa inh 27, cytoskel mod 2, Smad3 inh -9, IL1B cytotox -4, HUVEC tox TNFa 5 and H69AR growth 86K 83.
O=C(Nc1ccc2c(c1)OCCO2)c1ccc(Cl)c(S(=O)(=O)N2CCCCC2)c1 was read as Pyk2 oligo antag -3.2*, VCAM1 TNFa inh -23, cytoskel mod 12, IL1B cytotox 8 and HUVEC tox TNFa -26.
Cc1ccc2sc3ccc(NC(=O)c4ccccc4Cl)cc3c(=O)c2c1 was read as Pyk2 oligo antag 0.31, VCAM1 TNFa inh 6, cytoskel mod -3, IL1B cytotox -28 and HUVEC tox TNFa -2.
For COc1ccccc1C1/C(=C(/O)c2ccccc2)C(=O)C(=O)N1CC(C)O (stereo not drawn) the results were HUVEC prolif 384 94, Lung fibro prol 106, Pyk2 oligo antag -0.8, VCAM1 TNFa inh -2, cytoskel mod 13, Smad3 inh 17[fluorescence artefact?], IL1B cytotox -19, HUVEC tox TNFa -11 and H69AR growth 86K 100.
O=C(Nc1ccc2c(c1)CCC2)C1CCN(c2ncccn2)CC1 was read as HUVEC prolif 384 109, Lung fibro prol 95, Pyk2 oligo antag 0.19, Smad3 inh 4 and H69AR growth 86K 98.
For Cc1c(N2C(=O)CS/C2=N\N=C\c2ccccc2O)c(=O)n(-c2ccccc2)n1C the results were Pyk2 oligo antag -0.19, VCAM1 TNFa inh -24, cytoskel mod -25, IL1B cytotox -6 and HUVEC tox TNFa -54.
`O=S(=O)(c1cnccc1N1CCN(/N=C/c2ccc(Br)cc2)CC1)N1CCCCC1` gave Pyk2 oligo antag 0.36, VCAM1 TNFa inh -32, cytoskel mod -12 and IL1B cytotox 1.
For CC(C)Oc1ccc(OCCNC2CCCC2)cc1 the results were Pyk2 oligo antag 0.8, VCAM1 TNFa inh -6, cytoskel mod -5, IL1B cytotox 9 and HUVEC tox TNFa -6.
CSc1ccc(S(=O)(=O)N2CCN(Cc3ccc4c(c3)OCO4)CC2)cc1 was read as HUVEC prolif 384 103, Lung fibro prol 102, Smad3 inh -1 and H69AR growth 86K 89.
Cc1nn(-c2ccccn2)c2nc(-c3cccs3)cc(C(=O)NCc3ccco3)c12 was read as HUVEC prolif 384 71, Lung fibro prol 101, Pyk2 oligo antag -0.17, VCAM1 TNFa inh -2, cytoskel mod -19, Smad3 inh 24[fluorescence artefact?], IL1B cytotox 6, HUVEC tox TNFa -23 and H69AR growth 86K 16*.
Cc1c(-n2cc(C(=O)c3cc(Cl)ccc3O)cc(C#N)c2=O)c(=O)n(-c2ccccc2)n1C was read as HUVEC prolif 384 102, Lung fibro prol 102, Pyk2 oligo antag 0.05, VCAM1 TNFa inh -11, cytoskel mod -1, Smad3 inh -13, IL1B cytotox 2, HUVEC tox TNFa -2 and H69AR growth 86K 100.
CCN1CCN(C(=O)c2cc3cc4ccc(OC)cc4nc3s2)CC1 was read as HUVEC prolif 384 88, Lung fibro prol 96, Pyk2 oligo antag -0.43, VCAM1 TNFa inh -6, cytoskel mod 12, Smad3 inh 14, IL1B cytotox -6, HUVEC tox TNFa -18 and H69AR growth 86K 95.
O=C(Nc1ccc(Cl)cc1)C1C2CCC3C(CCC21)C3(Cl)Cl (stereo not drawn) was read as Pyk2 oligo antag -0.79, VCAM1 TNFa inh -11, cytoskel mod 12, IL1B cytotox 9 and HUVEC tox TNFa 0.

Next part, overlapping the part above by 2 compounds.
CCN1CCN(C(=O)c2cc3cc4ccc(OC)cc4nc3s2)CC1 was read as HUVEC prolif 384 88, Lung fibro prol 96, Pyk2 oligo antag -0.43, VCAM1 TNFa inh -6, cytoskel mod 12, Smad3 inh 14, IL1B cytotox -6, HUVEC tox TNFa -18 and H69AR growth 86K 95.
O=C(Nc1ccc(Cl)cc1)C1C2CCC3C(CCC21)C3(Cl)Cl (stereo not drawn) was read as Pyk2 oligo antag -0.79, VCAM1 TNFa inh -11, cytoskel mod 12, IL1B cytotox 9 and HUVEC tox TNFa 0.
CCOc1ccccc1CN1C(=O)NC(C)(c2ccccc2)C1=O (stereo not drawn) was read as HUVEC prolif 384 85, Lung fibro prol 96, Pyk2 oligo antag -1.4, VCAM1 TNFa inh -10, cytoskel mod -3, Smad3 inh -26, IL1B cytotox 0, HUVEC tox TNFa -2 and H69AR growth 86K 86.
`CCCCCn1c(CCC(=O)Oc2ccccc2OC)nc2c1c(=O)[nH]c(=O)n2CCCC` gave HUVEC prolif 384 95, Lung fibro prol 98, Pyk2 oligo antag -2.6, VCAM1 TNFa inh -3, cytoskel mod -20, Smad3 inh 7, IL1B cytotox -1, HUVEC tox TNFa -5 and H69AR growth 86K 63.
CS(=O)(=O)N1CCC(C(=O)NCc2ccc(F)cc2Cl)CC1 was read as HUVEC prolif 384 101, Lung fibro prol 97, Pyk2 oligo antag 0.14, Smad3 inh 12[fluorescence artefact?] and H69AR growth 86K 84.
For Cc1cc(Cl)ccc1OC(C)C(=O)NCCCCc1ccccc1 (stereo not drawn) the results were Pyk2 oligo antag 0.19, VCAM1 TNFa inh -4, cytoskel mod 7, IL1B cytotox -3 and HUVEC tox TNFa -10.
For COC(=O)c1sc2nc(-c3ccco3)ccc2c1N the results were HUVEC prolif 384 68, Lung fibro prol 100, Pyk2 oligo antag 1, cytoskel mod 12, Smad3 inh 8, IL1B cytotox 23 and H69AR growth 86K 85.
Screening COC(=O)C1=C(C)NC(=O)/C1=C\c1cccs1 returned HUVEC prolif 384 94, Lung fibro prol 102, Pyk2 oligo antag -0.26, VCAM1 TNFa inh 12, cytoskel mod -7, Smad3 inh -6, IL1B cytotox 5, HUVEC tox TNFa -23 and H69AR growth 86K 95.
CCOc1ccc(S(=O)(=O)N2CCCCCC2)cc1 was read as HUVEC prolif 384 89, Lung fibro prol 94, Pyk2 oligo antag -1.4, VCAM1 TNFa inh -2, cytoskel mod -9, Smad3 inh -6, IL1B cytotox -5, HUVEC tox TNFa 2 and H69AR growth 86K 93.
For O=C(Cn1nc(C(F)(F)F)c2c1CCC2)NC1CCCCC1 the results were HUVEC prolif 384 96, Lung fibro prol 85, Pyk2 oligo antag 1.7, VCAM1 TNFa inh 0, cytoskel mod 16, Smad3 inh 9, IL1B cytotox -32, HUVEC tox TNFa -24 and H69AR growth 86K 102.
CCOc1ccc(S(=O)(=O)Nc2cc(OC)ccc2OC)cc1 was read as HUVEC prolif 384 50, Lung fibro prol 100, Pyk2 oligo antag -0.59, VCAM1 TNFa inh 59*, cytoskel mod 3, Smad3 inh 2, IL1B cytotox 22, HUVEC tox TNFa 67 and H69AR growth 86K 23*.
`CC1CC(Nc2cccc(O)c2)=CC(=O)O1` (stereo not drawn) gave Pyk2 oligo antag 0.17, VCAM1 TNFa inh 12, cytoskel mod -13, IL1B cytotox 16 and HUVEC tox TNFa -9.
`O=C/C(=C\Nc1ccc(Cl)cn1)c1nc2cc(Cl)ccc2o1` gave HUVEC prolif 384 35, Lung fibro prol 89, Pyk2 oligo antag 1.3, VCAM1 TNFa inh 7, cytoskel mod 8, Smad3 inh 6, IL1B cytotox -8, HUVEC tox TNFa -10 and H69AR growth 86K 38*.
`O=c1[nH]c(-c2ccc(Cl)cc2)nc2c1cnn2-c1ccccc1` gave HUVEC prolif 384 106, Lung fibro prol 105, VCAM1 TNFa inh 19, cytoskel mod -10, Smad3 inh 13, IL1B cytotox -23, HUVEC tox TNFa -9 and H69AR growth 86K 100.
Screening Fc1ccc(-n2[nH]nnc2=S)cc1N1CCCC1 returned HUVEC prolif 384 105, Lung fibro prol 100, Pyk2 oligo antag 0, VCAM1 TNFa inh -14, cytoskel mod inconclusive, Smad3 inh 4, IL1B cytotox 10, HUVEC tox TNFa -19 and H69AR growth 86K 88.
